Abeta rescue = qHTS for compounds that reverse cellular toxicity of Amyloid beta (A-beta) peptide in yeast: Primary Screen; 410,000 tested, 0.063% active; Potency, µM (top dose mostly 46.1 µM), inactives show at the top dose growth rescue, most hits filed as activators; yeast expressing A-beta42, growth rescue, OD600, 48 h; response scale: 0% DMSO, 100% iron-clioquinol control; note: potency is the fitted concentration of half-maximal effect; nearly all actives have a fitted effect of over 55% in size
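Growth rescue measured by 600 nm absorbance after 48 h yeast culture at 30 C with compound. Values normalized between DMSO and an equimolar ferric chloride plus clioquinol control.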
aSyn yeast inh = qHTS of alpha-syn Inhibitors | Yeast expressing alpha-synuclein, growth rescue, BacTiter-Glo, 24 h | Potency, µM (highest dose often 46.1 µM), for the others: at the highest dose growth rescue (activation), most hits filed as activators | 370,000 tested, 0.14% active | AID 652106, 2013; note: potency is the fitted concentration of half-maximal effect; % of control where 0% means no effect; nearly all actives have a fitted effect of over 65% in size
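Readout is rescue of growth in alpha-synuclein-expressing yeast, so inhibitors of toxicity appear as activators. Growth after 24 hr at 30 deg C in galactose medium is quantified by luminescence.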
TDP-43 yeast inh = qHTS of TDP-43 Inhibitors; Potency, µM (titrated, usually from 46.1 µM), for the others: top-dose growth rescue (activation), actives largely listed as activators; TDP-43 expressing yeast growth rescue, BacTiter-Glo, 24 h; 410,000 tested, 1.8% active; note: potency is the fitted concentration of half-maximal effect; % of control where 0% means no effect; nearly all actives have a fitted effect of over 50% in size
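Readout is BacTiter-Glo luminescence of cell growth, so inhibitors register as activators. TDP-43-expressing yeast at OD600=0.02 in galactose medium, after raffinose pregrowth to mid-log, were incubated with compound for 24 hr at 30 deg C.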
GLP-1R agonist = qHTS of GLP-1 Receptor Agonists; Glucagon-like peptide 1 receptor (Homo sapiens), P43220; HEK293 GLP-1R CRE-luciferase, luminescence, 4-6 h; cells express a hypersensitive GLP-1R form; Potency, µM (top dose mostly 45.6 µM), for inactives: at the highest dose activation, hits mostly activators; 380,000 tested, 0.007% active; note: potency is the fitted concentration of half-maximal effect; % of control where 0% means no effect
Target sequence (P43220 whole entry, looked up): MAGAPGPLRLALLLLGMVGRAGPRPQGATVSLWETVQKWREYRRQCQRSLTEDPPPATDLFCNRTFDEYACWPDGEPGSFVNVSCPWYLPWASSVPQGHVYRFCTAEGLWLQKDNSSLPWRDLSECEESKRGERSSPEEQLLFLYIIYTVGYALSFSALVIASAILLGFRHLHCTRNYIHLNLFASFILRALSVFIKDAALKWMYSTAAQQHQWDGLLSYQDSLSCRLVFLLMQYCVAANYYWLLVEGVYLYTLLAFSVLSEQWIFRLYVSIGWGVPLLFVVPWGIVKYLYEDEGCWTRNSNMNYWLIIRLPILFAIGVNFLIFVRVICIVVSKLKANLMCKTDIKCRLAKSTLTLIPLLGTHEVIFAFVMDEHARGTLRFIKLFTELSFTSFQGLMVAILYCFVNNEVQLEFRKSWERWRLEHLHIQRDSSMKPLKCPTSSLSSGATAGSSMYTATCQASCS
FUS yeast rescue = qHTS for Suppressors of FUS Proteinopathy: Primary screen using FUS-linked yeast assay; Potency, µM (highest dose often 76.6 µM), inactives show at the top dose growth rescue (activation), actives largely listed as activators; S. cerevisiae FUS-expressing, growth rescue, OD600, 24 h; 390,000 tested, 0.24% active;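 note: potency is the fitted concentration of half-maximal effect; plate controls were DMSO vehicle for no effect and reference control for full effect; nearly all actives have a fitted effect of over 55% in size; some results filed as inactive show a strong effect at the top dose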
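Steps: raffinose overnight preculture; dilution to OD 0.005 in 2% galactose minimal medium; compound addition (concentration series); 24hr at 30C, 99% humidity; absorbance read at 600 nm.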
pAkt inh = HTS Assay for Inhibitors of Akt Phophorylation: Primary Screen; Neuro2A IGF-stimulated pAkt S473 HTRF, 20 min; hits give low values; activity change, % for hits at 50 µM; 360,000 tested, 0.32% active; in the data active = activity change below about -80%; inconclusive = mostly about -51% to -80%; note: % is set by controls: 0 for no effect and ±100 for the full control effect
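Neuro2A cells (4,500/well, DMEM with 0.5% FBS) were treated with compound at a single 50 µM final concentration, stimulated with 6 nM IGF for 20 min at 37 °C, and lysed. Phospho-Akt Ser473 was read by HTRF as 665/615 ratio ×10^4.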
DRD3 antagonist = qHTS of D3 Dopamine Receptor Antagonist: qHTS. D(3) dopamine receptor (Homo sapiens), P35462. D3R cells, DiscoveRx beta-arrestin luminescence, antagonist mode; hits give low values. max response, negative = inhibition, %. 360,000 tested, 2.5% active. AID 652054, 2013; in the data active = max response below about -50%; inconclusive = no clear call, values can overlap the other calls; note: % is set by controls: 0 for no effect and ±100 for the full control effect; mostly tested at two doses, the higher about 12 µM
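Cells expressing the human receptor were seeded at 1500 cells/well, incubated overnight at 37 degrees C in 5% CO2, then exposed to library compounds with dopamine controls for 90 minutes at 37 degrees C before luminescent detection.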
PTHR1 agonist = qHTS for PTHR1 Agonists: Primary Screen; Parathyroid hormone/parathyroid hormone-related peptide receptor (Homo sapiens), Q03431; HEK293 GP2 PTHR1 cells, GloSensor cAMP luminescence, 1 h; Potency, µM (titrated, usually from 115 µM), for inactives: at the highest dose activation, actives largely listed as activators; 410,000 tested, 0.075% active; note: potency is the fitted concentration of half-maximal effect; nearly all actives have a fitted effect of over 55% in size; some results filed as inactive show a strong effect at the top dose; inactives centre near -15; many of its hits are not listed in these tables
Target sequence (Q03431 whole entry, looked up): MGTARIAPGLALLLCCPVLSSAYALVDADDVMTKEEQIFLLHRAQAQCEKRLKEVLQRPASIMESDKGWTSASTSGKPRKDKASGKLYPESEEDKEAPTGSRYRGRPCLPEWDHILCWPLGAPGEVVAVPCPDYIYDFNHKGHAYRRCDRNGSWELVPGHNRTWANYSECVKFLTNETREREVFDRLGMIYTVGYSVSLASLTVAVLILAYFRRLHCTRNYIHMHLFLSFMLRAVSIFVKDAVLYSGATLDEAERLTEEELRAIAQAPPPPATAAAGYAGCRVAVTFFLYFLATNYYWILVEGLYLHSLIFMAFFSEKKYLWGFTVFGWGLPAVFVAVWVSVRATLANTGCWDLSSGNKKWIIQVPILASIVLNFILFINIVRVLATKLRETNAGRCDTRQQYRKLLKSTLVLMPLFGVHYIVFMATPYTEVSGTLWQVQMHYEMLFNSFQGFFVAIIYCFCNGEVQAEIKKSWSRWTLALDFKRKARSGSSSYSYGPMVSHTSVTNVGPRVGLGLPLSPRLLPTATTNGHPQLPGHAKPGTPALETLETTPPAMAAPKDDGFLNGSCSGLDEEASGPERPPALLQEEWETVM
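HEK-293-derived GP2 cells expressing PTHR1 and a GloSensor cAMP reporter, 3,000/well, plated overnight, given luciferin plus IBMX (each 0.5 mM as added) for 1 h at 37 °C, then compound for 1 h at 37 °C. Luminescence was read after 15 min at room temperature.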
GLP1R inv ag = qHTS of GLP-1 Receptor Inverse Agonists (Inhibition Mode); Glucagon-like peptide 1 receptor (Homo sapiens), P43220; HEK293 GLP-1R CRE-luciferase, luminescence, 24 h; GLP-1R form is constitutively active; Potency, µM (top dose mostly 38.3 µM), for the others: at the top dose activity change, negative = inhibition, usual class: inhibitors; 410,000 tested, 1.6% active; AID 624417, 2012; note: potency is the fitted concentration of half-maximal effect; % is set by controls: 0 for no effect and ±100 for the full control effect; nearly all actives have a fitted effect of over 55% in size
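Inverse agonists were sought by their lowering of basal cAMP reporter luciferase output in HEK293 cells stably carrying constitutively active human GLP-1R, after 24 h compound treatment.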
* = called active by the depositor; [ ] = another dose, or the depositor's remark. Unless noted, calls come from the whole dose curve; as a rule, active = well fitted curve in the direction sought with a large enough effect; inconclusive = small, poorly fitted or top-dose-only effect, or another doubt; inactive = no such curve, though single readings can be large; an effect the other way counts as inactive or inconclusive. Some of the compounds tested; count on the stated rates, not on these rows.

What do the screens show for `COC(=O)c1cccc(NC(=O)Cc2ccccc2[N+](=O)[O-])c1C`?
Abeta rescue: 6%; aSyn yeast inh: 4%; TDP-43 yeast inh: 25%; GLP-1R agonist: 1%; pAkt inh: inactive; DRD3 antagonist: -5; PTHR1 agonist: inactive; GLP1R inv ag: 1%

Results for COc1ccc(N=Cc2nc(-c3ccccc3)oc2OC(C)=O)cc1 ?
Abeta rescue: 1%; aSyn yeast inh: inconclusive; TDP-43 yeast inh: -20%; GLP-1R agonist: -4%; FUS yeast rescue: 14%; pAkt inh: inactive; DRD3 antagonist: -11; PTHR1 agonist: -18%; GLP1R inv ag: 15%

What do the screens show for `Cc1cc(NC(=O)CCC(=O)N(CC(=O)NC2CCCC2)Cc2cccs2)no1`?
Abeta rescue: -5%; aSyn yeast inh: 7%; TDP-43 yeast inh: -4%; GLP-1R agonist: 3%; FUS yeast rescue: 9%; pAkt inh: inactive; DRD3 antagonist: 0; PTHR1 agonist: inactive; GLP1R inv ag: 8%

Results for CCOC(=O)c1cnn2c(N)c(C#N)nnc12 ?
Abeta rescue: 2%; aSyn yeast inh: -6%; TDP-43 yeast inh: -14%; GLP-1R agonist: -4%; FUS yeast rescue: -11%; pAkt inh: inactive; DRD3 antagonist: -5; PTHR1 agonist: 20%[57.5 µM]; GLP1R inv ag: 6%

What do the screens show for `COC(=O)c1ccc(/C=N\N2CCN(c3ccccc3)CC2)cc1`?
Abeta rescue: 4%; aSyn yeast inh: 1%; TDP-43 yeast inh: -29%; GLP-1R agonist: 0%; FUS yeast rescue: -21%; pAkt inh: inactive; DRD3 antagonist: 15; PTHR1 agonist: inactive; GLP1R inv ag: 20%

What do the screens show for `COCCn1c(SCc2ccc(Cl)cc2)nc2c1c(=O)[nH]c(=O)n2C`?
Abeta rescue: -3%; aSyn yeast inh: 5%; TDP-43 yeast inh: -1%; GLP-1R agonist: 9%; FUS yeast rescue: 3%; pAkt inh: inactive; DRD3 antagonist: 1; PTHR1 agonist: inactive; GLP1R inv ag: 14%

How did CCCn1c(N)c(N(CCOC)C(=O)c2c(CC)noc2C)c(=O)[nH]c1=O do in these assays?
Abeta rescue: 10%; aSyn yeast inh: 6%; TDP-43 yeast inh: 16%; GLP-1R agonist: -6%; FUS yeast rescue: -11%; pAkt inh: inactive; DRD3 antagonist: 11; PTHR1 agonist: -15%; GLP1R inv ag: -30%

Results for O=C(NCc1ccc(F)cc1)C1CCCN(C(=O)Nc2ccccc2)C1 (stereo not given) ?
Abeta rescue: 0%; aSyn yeast inh: -4%; TDP-43 yeast inh: 11%; GLP-1R agonist: -8%; FUS yeast rescue: 16%; pAkt inh: inactive; DRD3 antagonist: 8; PTHR1 agonist: -3%[57.5 µM]; GLP1R inv ag: 4%

How did COc1ccc(-c2nc(CN3CCC(C(=O)NCCCN4CCN(c5ccccc5F)CC4)CC3)c(C)o2)cc1OC do in these assays?
Abeta rescue: -7%; TDP-43 yeast inh: -35%[inhibitor]; FUS yeast rescue: 0%; PTHR1 agonist: 0%; GLP1R inv ag: 10µM*

What do the screens show for `CC(NCCc1ccc(O)cc1)C(O)c1ccc(O)cc1` (stereo not given)?
Abeta rescue: -8%; aSyn yeast inh: 2%; TDP-43 yeast inh: 17%; GLP-1R agonist: 41%; FUS yeast rescue: -30%; pAkt inh: inactive; DRD3 antagonist: 1; PTHR1 agonist: inactive; GLP1R inv ag: 20%

What do the screens show for `Cn1c(=O)c2c(nc(N3CCOCC3)n2C/C=C/c2ccccc2)n(C)c1=O`?
Abeta rescue: 2%; aSyn yeast inh: -1%; TDP-43 yeast inh: 1%; GLP-1R agonist: 22%; FUS yeast rescue: 18%; pAkt inh: inactive; DRD3 antagonist: 5; PTHR1 agonist: inactive; GLP1R inv ag: 3%

What do the screens show for `Cc1oc(C)c(C(N)=O)c1C(N)=O`?
Abeta rescue: 3%; aSyn yeast inh: 1%; TDP-43 yeast inh: 2%; GLP-1R agonist: 0%; FUS yeast rescue: -38%; pAkt inh: inactive; DRD3 antagonist: -7; PTHR1 agonist: inactive; GLP1R inv ag: 8%

How did COc1ccccc1/C=N/NC(=O)c1nnn(-c2nonc2N)c1-c1cccs1 do in these assays?
aSyn yeast inh: -6%; TDP-43 yeast inh: 9%; GLP-1R agonist: -7%; FUS yeast rescue: -3%; pAkt inh: inactive; DRD3 antagonist: -17; PTHR1 agonist: inactive; GLP1R inv ag: inconclusive

How did CCOC(=O)C1=C(C)Nc2ncnn2C1/C=C/c1ccccc1 (stereo not given) do in these assays?
Abeta rescue: -1%; aSyn yeast inh: -2%; TDP-43 yeast inh: -22%; GLP-1R agonist: -2%; FUS yeast rescue: 9%; DRD3 antagonist: inconclusive; PTHR1 agonist: -4%[57.5 µM]; GLP1R inv ag: 0%

How did COc1ccccc1NC(=O)CC(=O)c1ccccc1 do in these assays?
Abeta rescue: -3%; aSyn yeast inh: -3%; TDP-43 yeast inh: -14%; GLP-1R agonist: 4%; FUS yeast rescue: -5%; pAkt inh: inactive; DRD3 antagonist: 2; PTHR1 agonist: -11%; GLP1R inv ag: 7%

Results for Cc1ccccc1OCC(=O)Nc1ccc(S(=O)(=O)N2CCOCC2)cc1 ?
Abeta rescue: 15%; aSyn yeast inh: 0%; TDP-43 yeast inh: 21%; GLP-1R agonist: 7%; FUS yeast rescue: -4%; pAkt inh: inactive; DRD3 antagonist: 12; PTHR1 agonist: -11%; GLP1R inv ag: 1%

Results for Cc1ccc(-n2nc(C)c3c(C(=O)NCCc4ccccc4)cc(C)nc32)cc1 ?
Abeta rescue: 3%; TDP-43 yeast inh: 0%[9.22 µM]; FUS yeast rescue: -21%; PTHR1 agonist: -19%; GLP1R inv ag: -29%

How did O=C(CP(=O)(CO)CO)c1ccc(Cl)cc1 do in these assays?
Abeta rescue: 16%; aSyn yeast inh: 0%; TDP-43 yeast inh: -12%; GLP-1R agonist: -7%; FUS yeast rescue: -15%; pAkt inh: inactive; DRD3 antagonist: 6; PTHR1 agonist: inactive; GLP1R inv ag: 0%

What do the screens show for `CCOc1ccccc1C(=O)NCc1nc2cccnc2n1Cc1ccc(C)cc1`?
Abeta rescue: -23%; TDP-43 yeast inh: 16µM*; FUS yeast rescue: 8%; PTHR1 agonist: -28%; GLP1R inv ag: 6%

Results for Cc1ccc(OCCn2cc(C#N)c3ccccc32)cc1 ?
Abeta rescue: 36%; aSyn yeast inh: 15%; TDP-43 yeast inh: inconclusive; GLP-1R agonist: 16%; FUS yeast rescue: -18%; pAkt inh: -106%*; DRD3 antagonist: -9; PTHR1 agonist: inactive; GLP1R inv ag: inconclusive

How did CN(C)C=Nc1ccc([N+](=O)[O-])c2ccccc12 do in these assays?
Abeta rescue: -10%; aSyn yeast inh: 3%; TDP-43 yeast inh: 30%; GLP-1R agonist: 6%; FUS yeast rescue: -6%; pAkt inh: inactive; DRD3 antagonist: -14; PTHR1 agonist: -21%; GLP1R inv ag: inconclusive

Results for O=C(C[n+]1cccc(C(=O)N/N=C/c2ccc(Br)cc2)c1)c1ccccc1 ?
Abeta rescue: -22%; aSyn yeast inh: -4%; TDP-43 yeast inh: -2%; GLP-1R agonist: -4%; FUS yeast rescue: 13%; pAkt inh: inactive; DRD3 antagonist: -13; PTHR1 agonist: -12%; GLP1R inv ag: 11%

What do the screens show for `CCN(CC)S(=O)(=O)c1ccc(N2CC(C(=O)NCCc3c[nH]c4ccccc34)CC2=O)cc1` (stereo not given)?
Abeta rescue: -9%; aSyn yeast inh: 1%; TDP-43 yeast inh: 15%; GLP-1R agonist: -6%; FUS yeast rescue: 3%; pAkt inh: inactive; DRD3 antagonist: 6; PTHR1 agonist: -12%; GLP1R inv ag: -20%

What do the screens show for `Nc1cc(=O)[nH]c(SCC(=O)Nc2ccc(S(=O)(=O)N3CCCC3)cc2)n1`?
Abeta rescue: 7%; aSyn yeast inh: 1%; TDP-43 yeast inh: -4%; GLP-1R agonist: -1%; FUS yeast rescue: 13%; pAkt inh: inactive; DRD3 antagonist: 13; PTHR1 agonist: inactive; GLP1R inv ag: 12%

What do the screens show for `CCNC(=O)C1(C)CCN(C(=O)c2ccccc2OC(F)(F)F)C1` (stereo not given)?
Abeta rescue: -9%; aSyn yeast inh: -4%; TDP-43 yeast inh: 11%; GLP-1R agonist: -1%; FUS yeast rescue: -22%; pAkt inh: inactive; DRD3 antagonist: -14; PTHR1 agonist: inconclusive; GLP1R inv ag: 14%

What do the screens show for `N=C1/C(=C/c2cccn2Cc2ccc(Cl)cc2)C(=O)N=C2SC=CN12`?
Abeta rescue: 22%; aSyn yeast inh: -3%; TDP-43 yeast inh: -1%; GLP-1R agonist: 4%; FUS yeast rescue: 27%; pAkt inh: inactive; DRD3 antagonist: -17; PTHR1 agonist: -13%; GLP1R inv ag: -7%

How did CC(Oc1ccc(Cl)cc1)C(=O)Nc1ccccc1N1CCOCC1 (stereo not given) do in these assays?
Abeta rescue: -22%; aSyn yeast inh: -2%; TDP-43 yeast inh: inconclusive; GLP-1R agonist: 0%; pAkt inh: inactive; DRD3 antagonist: 14; PTHR1 agonist: -27%; GLP1R inv ag: inconclusive

Screens as filed in PubChem.
